Screening results as filed in PubChem.
MEP2-GFP yeast: yeast TOR pathway MEP2-GFP modulation. GFP response vs DMSO, % at 10 µM. S. cerevisiae MEP2-GFP strain, flow cytometry GFP, 3 h; 100% = DMSO control level. 330,000 compounds, 0.51% hits;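 active means GFP response versus DMSO above a set limit, roughly screen mean plus 3 SD, cut at about 180% in these data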;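 further: median GFP fluorescence of the barcode-gated MEP2-GFP cells per well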
proCasp7 act: activates human procaspase-7, counter-screen for procaspase-3 activators. recombinant procaspase-7, Ac-DEVD-pNA absorbance 405 nm; D23A/D198A/D206A triple mutant, cannot self-cleave; scale: DMSO 0, 5 µM enzyme 100. activation, % at 8.5 µM. 330,000 compounds, 0.093% hits. AID 463210;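 active means percent activation above the screen-wide mean plus 3 SD, cut at about 25% in these data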
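Assay system: Uncleavable procaspase-7 mutant enzyme; Input: 2 µM procaspase-7 mutant as dispensed; Also added: DEVD-pNA substrate; Medium: Zinc-free HEPES pH 7.4 with 300 mM NaCl, 0.01% Triton X-100; Timing: 1 h compound preincubation, 2 h substrate cleavage, 25 °C; Measured by: Epi-absorbance of released pNA at 405 nm, two timepoints.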
proCasp3 act: activates human procaspase-3; P42574; recombinant procaspase-3 D3A, Ac-DEVD-pNA absorbance 405 nm; activation, % at 8.5 µM; 330,000 compounds, 0.11% hits; AID 463141;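 active means activation above the mean of all tested compounds plus 3 SD, cut at about 21% in these data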;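 further: 0% = DMSO alone and 100% = DMSO wells spiked with extra 5 µM PC-3 D3A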
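Technique: 405 nm absorbance of p-nitroaniline, reads at 0 and 120 min; Test system: Procaspase-3 D3A mutant; Incubation: 1 h enzyme-compound preincubation, then 2 h substrate reaction, 25 °C; Repeats: singlicate, each compound tested once; Benchmarks: low control DMSO wells, high control DMSO plus 5 µM PC-3 D3A.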
EBNA-1 inh: blocks EBNA-1 binding to DNA; EBNA-1 DNA binding, fluorescence polarization; inhibition, % at 14.8 µM; 300,000 compounds, 0.34% hits; AID 1950; in the data active means inhibition above about 28%
ZTA DNA inh: blocks Epstein-Barr virus ZTA, an EBNA-1 counter-screen | ZTA-DNA binding, fluorescence polarization | P03206 | 320,000 compounds, 0.15% hits | inhibition, % at 11 µM; in the data active means inhibition above about 33%
AHR activator: activates the human aryl hydrocarbon receptor; AID 2796; AHR-responsive luciferase reporter cells, luminescence; P35869; 320,000 compounds, 2.5% hits; activation, % at 5 µM; in the data active means activation above about 47%;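 further: 0% = vehicle wells and 100% = reference agonist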
LAP4-GFP MLPCN: yeast TOR pathway LAP4-GFP modulation | GFP response vs DMSO, % at 10 µM | 320,000 compounds, 0.34% hits | S. cerevisiae LAP4-GFP multiplex, flow cytometry GFP, 3 h; median GFP as percent of DMSO wells;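 active means GFP response vs DMSO above a set limit, about the screen mean plus 3 SD, cut at about 150% in these data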
RPL19A-GFP yeast: yeast TOR pathway RPL19A-GFP modulation; 330,000 compounds, 0.3% hits; S. cerevisiae RPL19A-GFP strain, flow cytometry, 3 h; hits give low values; percent response vs DMSO, % at 10 µM;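 active means percent response vs DMSO below 50%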;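 further: median channel GFP fluorescence of the barcoded RPL19A-GFP strain; ratio of sample median GFP to plate DMSO average so 100% = DMSO; lower means less RPL19A-GFP as with rapamycin TOR inhibition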
The depositor's hits bear a star; . = not tested or not shown; [ ] = remark or other dose.

SMILES | MEP2-GFP yeast | proCasp7 act | proCasp3 act | EBNA-1 inh | ZTA DNA inh | AHR activator | LAP4-GFP MLPCN | RPL19A-GFP yeast
O=C(COc1ccccc1Cl)NCCCN1CCOCC1 | 99 | 2 | 6 | 7 | 10 | 0 | 103 | 100
CCn1cc(C(=O)NCc2cccs2)c(=O)c2ccc(C)nc21 | 100 | 4 | 5 | 14 | 4 | 18 | 102 | 98
O=C(CN(Cc1ccco1)C(=O)c1ccc(Cl)cc1)Nc1c(Cl)cc(Cl)cc1Cl | 90 | -6 | -3 | 2 | 4 | 1 | 77 | 107
CC(O)c1nc2ccccc2n1Cc1ccc([N+](=O)[O-])cc1 (stereo unspecified) | 102 | 11 | 0 | -2 | 4 | 0 | 101 | 96
CCn1c(-c2c[nH]c3ccccc23)n[nH]c1=S | 185*[may fluoresce violet] | -10 | -5 | 10 | 7 | 6 | 95[may fluoresce violet] | 70[may fluoresce violet]
Cc1ccc(CNC(=O)CS(=O)Cc2nc(-c3ccccc3F)oc2C)cc1 (stereo unspecified) | 108 | -2 | 5 | 3 | 7 | 3 | 103 | 103
CC(=O)NNC(=O)c1sc(=S)n2c1[nH]c(=O)c1sccc12 | 101 | -21 | -8 | -4 | -6 | 4 | 103 | 103
Cc1cccc(-c2noc(CN(C(=O)c3ccc(Br)o3)C(C)C)n2)c1 | 97 | 4 | 8 | -10 | 15 | 5 | 105 | 102
COC(=O)[C@H](CCSC)NC(=O)NCCC1=CCCCC1 | 106 | 3 | -2 | -1 | -10 | 0 | 98 | 106
COc1ccccc1CNC(=O)C1CCCC1 | 103 | 5 | 4 | 5 | 7 | 1 | 105 | 104
CCOc1ccc(CN2CCN(CCCc3ccccc3)CC2CCO)cc1 (stereo unspecified) | 103 | -2 | 1 | -12 | -4 | -3 | 93 | 105
NC(=O)c1c(/N=C/c2cccnc2)sc2c1CCCC2 | 96 | -4 | 6 | -10 | -1 | 25 | 102 | 99

In another format: results already given.
> COc1ccccc1CNC(=O)C1CCCC1
  MEP2-GFP yeast: 103	proCasp7 act: 5	proCasp3 act: 4	EBNA-1 inh: 5	ZTA DNA inh: 7	AHR activator: 1	LAP4-GFP MLPCN: 105	RPL19A-GFP yeast: 104
> CCn1cc(C(=O)NCc2cccs2)c(=O)c2ccc(C)nc21
  MEP2-GFP yeast: 100	proCasp7 act: 4	proCasp3 act: 5	EBNA-1 inh: 14	ZTA DNA inh: 4	AHR activator: 18	LAP4-GFP MLPCN: 102	RPL19A-GFP yeast: 98
> O=C(COc1ccccc1Cl)NCCCN1CCOCC1
  MEP2-GFP yeast: 99	proCasp7 act: 2	proCasp3 act: 6	EBNA-1 inh: 7	ZTA DNA inh: 10	AHR activator: 0	LAP4-GFP MLPCN: 103	RPL19A-GFP yeast: 100

Next results:
SMILES | MEP2-GFP yeast | proCasp7 act | proCasp3 act | EBNA-1 inh | ZTA DNA inh | AHR activator | LAP4-GFP MLPCN | RPL19A-GFP yeast
CN(C)S(=O)(=O)c1cccc(CSCc2cccc(S(=O)(=O)N(C)C)c2)c1 | 113 | 9 | 7 | -12 | -11 | -6 | 82 | 105
COc1ccc(Nc2nc(CN3CCOCC3)nc3sc4c(c23)CCC(C)C4)cc1OC (stereo unspecified) | 100 | 6 | -4 | 0 | -2 | 2 | 96 | 100
O=[N+]([O-])c1cc(-c2nc(-c3ccncc3)no2)ccc1Cl | 96 | 0 | 3 | 7 | 3 | 6 | 88 | 101
Cc1cccc(-n2nc(CC#N)c(C#N)c2N)c1 | 109 | 7 | 7 | -10 | -2 | 14 | 103 | 106
Cc1csc(NC(=O)CSc2nc(C(C)C)nc3ccccc23)n1 | 104 | 14 | 1 | 1 | 8 | -2 | 100 | 107
CCNC(=S)Nc1ccc2ncoc2c1 | 102 | -3 | 8 | 9 | 7 | -1 | 101 | 103
NC1=NC(=O)/C(=C/c2ccccc2OCC(=O)Nc2ccc(F)cc2)S1 | 99 | 6 | 7 | . | . | 3 | 93 | 104
O=C(COc1ccc(=O)n(-c2ccccc2)n1)Nc1ccccc1 | 85 | 10 | 8 | 3 | 26 | 7 | 83 | 86
CC(=O)Nc1ccccc1NC(=O)C/C(C)=N/NC(=O)c1ccccn1 | 93 | -1 | 1 | 3 | -9 | 8 | 93 | 99
COc1ccc(C(=O)Nc2nc3cc(OC)c(OC)cc3c(=O)[nH]2)cc1 | 95 | 7 | -3 | -16 | -6 | 2 | 84 | 97
O=C(NCc1ccccn1)c1cc(S(=O)(=O)N2CCCCC2)ccc1Cl | 101 | 2 | 10 | . | 13 | 1 | 113 | 99
Fc1cccc(F)c1-n1c(CN2CCOCC2)csc1=S | 108 | 2 | 1 | 5 | -3 | 0 | 94 | 106
O=c1[nH]c2cccnc2n1-c1ccc([N+](=O)[O-])cc1 | 101 | 6 | -4 | -3 | 0 | 61* | 99 | 104
CC(C)N1C(=O)CCC1C(=O)N1CCC(Cc2ccccc2)CC1 (stereo unspecified) | 100 | 1 | 1 | -5 | -3 | 0 | 93 | 98
COc1ccc(C(=O)Nc2ccc(C(=O)NCCc3ccccc3)cc2)cc1 | 96 | 1 | 0 | -3 | -15 | 4 | 87 | 94
CCOC(=O)c1c(C)[nH]c(C)c1C(=O)COc1ncnc2cc([N+](=O)[O-])ccc12 | 90 | 3 | 1 | 3 | 7 | 17 | 100 | 93
Clc1ccc(Oc2nc(Oc3ccc(Cl)cc3)nc(N3CCOCC3)n2)cc1 | 84 | -6 | 0 | -11 | 1 | 4 | 99 | 103
CCCc1cc(=O)[nH]c(SCC(=O)Nc2ccc(Br)cc2Br)n1 | 100 | -5 | 4 | -5 | 4 | 5 | 94 | 100
CCc1nnc(NC(=O)CSc2nnc(CNc3cccc(C)c3)n2-c2ccccc2)s1 | 103 | 15 | -2 | -14 | -12 | 1 | 90 | 105
CCOc1cc(/C=N/NC(=O)COc2nc(C)cc(COC)c2C#N)ccc1O | 103 | 2 | 0 | 12 | 14 | 4 | 81 | 101
Cc1ccc(NC(=O)CN(C)C(=O)/C=C/c2cccs2)cc1 | 96 | -1 | 1 | -9 | 1 | 2 | 100 | 99
COc1ccc(Cl)cc1NC(=O)NC(C)C(C)(C)C (stereo unspecified) | 106 | 1 | -2 | 0 | -3 | 5 | 94 | 92
CCOCCCNC(=O)c1ccc(OC(C)=O)cc1 | 101 | 6 | 4 | 0 | -8 | 1 | 106 | 99
CN(C(=O)CCN1C(=O)C2C3C=CC(C3)C2C1=O)c1ccccc1 (stereo unspecified) | 105 | -1 | 0 | -2 | -9 | 3 | 93 | 104
CN(CC(=O)Nc1ccc(Cl)c(C(F)(F)F)c1)CC(=O)NC1CCCCC1 | 99 | 13 | 2 | . | 3 | 0 | 97 | 98
CN1CCN(C(=O)c2ccc(-c3ccccc3)cc2)CC1 | 98 | -1 | 8 | -8 | 1 | -3 | 86 | 101
COC(=O)c1cc(C#N)c(N2CCOCC2)nc1C | 96 | -7 | -7 | 3 | -16 | 2 | 97 | 91
Cc1cc(C(=O)N(C)CC(=O)Nc2ccc(Cl)c(C(F)(F)F)c2)no1 | 103 | 0 | 6 | -8 | 18 | -1 | 106 | 95
O=C(c1ccco1)N1CCN(C(c2ccccc2F)c2nnnn2CC2CCCO2)CC1 (stereo unspecified) | 110 | -1 | 3 | 1 | -1 | -1 | 100 | 99
COCC(C)NC(=O)c1cc(-c2ccccc2OC)on1 (stereo unspecified) | 92 | -4 | 1 | 5 | 7 | 5 | 97 | 90
Cc1cc(C)n2c(SCCN3C(=O)c4ccccc4C3=O)nnc2n1 | 105 | 4 | 5 | 0 | 2 | -1 | 103 | 97
CCOC(=O)c1sc(NC(=O)Nc2ccccc2F)nc1C | 102 | 8 | -3 | -4 | 24 | -15 | 97 | 99
NC(=O)c1ccc(OCC2CCCO2)cc1 (stereo unspecified) | 101 | 3 | -4 | 8 | -4 | 0 | 108 | 100
CC(C)c1ccc(NC(=O)C2CC3CCC2C3)cc1 (stereo unspecified) | 99 | -12 | 3 | 18 | -9 | 3 | 88 | 103
Cn1c(N)c(C(=O)COC(=O)c2ccccc2C(=O)c2ccc(Cl)cc2)c(=O)n(C)c1=O | 98 | 0 | 7 | . | . | 0 | 91 | 95
CC1(NC(=O)Cc2c(Cl)cccc2Cl)CCS(=O)(=O)C1 (stereo unspecified) | 93 | 4 | 4 | . | 4 | 0 | 93 | 100
CC(=O)N1CCOc2ccc(S(=O)(=O)NCc3ccc(Cl)cc3)cc21 | 92 | -4 | 1 | -7 | 12 | 0 | 91 | 96
Cc1ccccc1N(CC(=O)NCCc1ccccc1)C(=O)c1ccc(N2CCCC2)nc1 | 100 | 2 | 1 | 6 | -6 | 3 | . | 93
O=C(Nc1ccccc1C(F)(F)F)C1CC(=O)N(c2ccccc2F)C1 (stereo unspecified) | 105 | 0 | 11 | 7 | -10 | -1 | 97 | 100
Cc1cccc(NC(=O)c2nc[nH]c2C(=O)N[C@H](C)c2ccccc2)c1 | 94 | -3 | 1 | . | 0 | 15 | 85 | 93
CCN1CCN(Cc2ccc(NC(=O)c3cc(NC(=O)c4cc(-c5ccc(OC)cc5)n[nH]4)cc(OC)c3)cc2C(F)(F)F)CC1 | 95 | 8 | 9 | 10 | 18 | -2 | 108 | 103
CCOC(=O)c1sc2nccc(N(C)C)c2c1N=CNOC | 103 | -8 | 1 | -3 | -14 | 5 | 102 | 102
O=C(CNC(=O)c1ccccc1F)OC(C(=O)Nc1cc(C(F)(F)F)ccc1Cl)c1ccccc1 (stereo unspecified) | 103 | 9 | 4 | 12 | -10 | -9 | 82 | 109
NC(=O)CSc1nc2c(sc3ccccc32)c(=O)n1CCCN1CCOCC1 | 108 | -4 | 4 | -27 | -1 | 8 | 109 | 101
Cc1ccc(C(=O)CSc2ccc(-c3ccncc3)nn2)cc1 | 95 | -3 | -13 | 3 | 26 | 3 | 102 | 98
CCN(CC(=O)Nc1c(F)cccc1F)C(=O)COc1cccc2c1OC(C)(C)C2 | 83 | 12 | 1 | 7 | -7 | 1 | 185* | 83
Cc1ccc(N(C(=O)c2csnn2)C(C(=O)NC(C)(C)C)c2cccs2)cc1 (stereo unspecified) | 101 | 0 | 13 | 5 | -11 | 1 | 92 | 98
COCCCN1CC(=O)N2C(c3ccccc3)c3[nH]c4ccccc4c3C[C@H]2C1=O (stereo partly specified) | 96 | 0 | 7 | 6 | 22 | 10 | 111 | 97
CN(C)C(=O)c1ccc(NC(=O)c2sccc2-c2ccccc2)cc1 | 103 | 5 | 0 | 10 | 9 | -3 | 104 | 100
COCc1c(C(=O)N/N=C(\C)c2ccc(Cl)s2)nnn1-c1nonc1N | 104 | 5 | 3 | -10 | -5 | 2 | 101 | 106
CCSc1cc(C)nc2c(-c3ccccc3)cnn12 | 95 | -40 | -20 | -13 | -8 | 25 | 121 | 93
COc1ccc(NC(=O)CSc2nc(=O)n(CCN(C)C)c3c2CCCC3)cc1OC | 98 | 14 | 10 | -3 | 20 | 2 | 116 | 100
CCn1c(=O)cc(SCC(=O)N2CCN(c3ccccc3OC)CC2)c2ccccc21 | 107 | 11 | 6 | 4 | -3 | 31 | 115 | 109
CC(C)=CC(=O)Nc1ccccc1Br | 104 | -7 | 2 | 6 | 0 | -1 | 94 | 100
COc1ccc(/C=C/C(=O)OCC(=O)NC2CCCC(C)C2C)cc1S(=O)(=O)N1CCOCC1 (stereo unspecified) | 104 | 5 | -6 | 3 | 0 | -1 | 93 | 102

Ordered by value in AHR activator (low to high): some entries from above.
compound | MEP2-GFP yeast | proCasp3 act | EBNA-1 inh | AHR activator | LAP4-GFP MLPCN | RPL19A-GFP yeast
CC(C)=CC(=O)Nc1ccccc1Br | 104 | 2 | 6 | -1 | 94 | 100
CCSc1cc(C)nc2c(-c3ccccc3)cnn12 | 95 | -20 | -13 | 25 | 121 | 93
CCn1c(=O)cc(SCC(=O)N2CCN(c3ccccc3OC)CC2)c2ccccc21 | 107 | 6 | 4 | 31 | 115 | 109
